Screens: PubChem, several laboratories
M. tuberculosis GlmU = inhibition of mycobacterial GlmU enzyme – biochemical, glucosamine-1-phosphate acetyltransferase (AID 1376). M. tuberculosis GlmU acetyltransferase enzyme assay; higher % means a stronger effect. 0.25% of 220,000 active. inhibition, %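 (tested at 30 µM in the primary screen)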; hits with a dose series show IC50 in µM; in the data active = inhibition above about 13%; inconclusive = no clear call, values can overlap the other calls;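 also: 0% = complete reaction with vehicle and 100% = reaction without substrate; strong numbers were not always called active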
Mtb RmlCD inh = inhibitors of Mycobacterium tuberculosis RmlC and RmlD coupled enzymes; RmlC+RmlD coupled enzyme assay, percent inhibition; primary screen in compound mixtures; 0.03% of 160,000 active; inhibition, % at 3.6 µM; in the data active = inhibition mostly above about 34%, no sharp cut-off; inconclusive = no clear call, values can overlap the other calls; inactive = mostly below about 22%; also: some results filed as inactive read as strong as hits
Target sequence (P9WH09 whole entry, looked up): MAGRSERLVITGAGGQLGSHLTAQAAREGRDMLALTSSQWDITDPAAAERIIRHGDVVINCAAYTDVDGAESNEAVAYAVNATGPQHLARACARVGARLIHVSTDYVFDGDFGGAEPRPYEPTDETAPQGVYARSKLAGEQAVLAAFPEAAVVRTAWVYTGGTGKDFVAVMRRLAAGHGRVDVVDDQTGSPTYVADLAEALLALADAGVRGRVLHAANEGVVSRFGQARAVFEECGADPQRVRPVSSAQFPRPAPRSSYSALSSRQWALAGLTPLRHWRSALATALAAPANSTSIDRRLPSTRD
Target sequence (P9WH11 whole entry, looked up): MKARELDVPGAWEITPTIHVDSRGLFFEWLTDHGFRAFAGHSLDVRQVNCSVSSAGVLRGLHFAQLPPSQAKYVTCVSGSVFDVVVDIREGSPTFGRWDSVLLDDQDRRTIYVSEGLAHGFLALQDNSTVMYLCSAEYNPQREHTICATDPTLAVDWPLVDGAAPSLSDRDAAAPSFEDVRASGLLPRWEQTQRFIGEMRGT
* marks the source's active call; other numbers are inactive results; u = inconclusive; x = no result given. Not all compounds are listed; count on the stated rates, not on these rows.

SMILES	M. tuberculosis GlmU	Mtb RmlCD inh
C#CCSc1ncc(-c2ccccc2)cn1	-4.7%	-6
O=C(OC1CCOC1=O)c1cc(-c2cccs2)nc2ccccc12 (stereo not given)	1.1%	19
COc1ccc(CN2C3CCCC2CC(NC(=O)/C=C/c2ccccc2)C3)cc1 (stereo not given)	-0.8%	4
CNc1ccccc1C(C)(C)c1ccn[nH]1	-1.5%	-4
CCCCCCCc1c(C#N)c(N)[nH]c(=S)c1C#N	8.2%	-10
CCOc1ccccc1NC(=O)CCC(=O)Nc1ccc2nc(N3CCN(C)CC3)cc(C)c2c1	x	18
NCCc1nnc(SCc2ccccc2)o1	-3.1%	x
CC(=O)NCCOc1c(C)cc(S(N)(=O)=O)cc1C	-1.1%	1
O=C(Nc1cc(S(=O)(=O)N2CCOCC2)ccc1O)c1ccco1	1.2%	x
CCCn1c(N)c(C(=O)CSc2nnc(Cc3ccccc3)o2)c(=O)n(C)c1=O	-0.1%	x
COC1CC(C)NC(=S)N1 (stereo not given)	1.5%	-10
CCOc1ccc(N(CC(=O)OC)S(=O)(=O)c2c(C)noc2C)cc1	8.2%	9
O=c1[nH]c(CSc2ncc(-c3ccc(F)cc3)n2Cc2ccco2)nc2ccccc12	-0.3%	x
CC(=O)OC(C)(C)C#CCN1CCCC1	0.3%	-9
Cc1ccc(C(=O)OCC(=O)c2c[nH]c3ccccc23)cc1	-8.5%	-5
COCCNC(=O)C(c1ccc(C)o1)N(C(=O)Cn1nnc2ccccc21)c1ccccc1 (stereo not given)	-3.9%	-4
O=C(c1ccc(COc2c(F)c(F)c(F)c(F)c2F)o1)N1CCN(Cc2ccc3c(c2)OCO3)CC1	7.5%	x
CN(Cc1ccccc1)C(=O)c1cccc(NC(=O)c2ccco2)c1	1.4%	11
CCC(C)c1ccccc1OCCCCN1CCCC1 (stereo not given)	-1.4%	-11
COc1ccc(OC)c(/C=N/NC(=O)CNC(=O)c2ccc(S(=O)(=O)N3CCCC3)cc2)c1	1.5%	-6
CCOc1ccc2nc(N/C(N)=N/C(=S)Nc3cccc(OC)c3)nc(C)c2c1	-4.4%	x
O=C(CSc1nnc2ccccn12)c1ccccc1	4.0%	10
Cc1ccc(C)c(NC(=S)c2nc3ccccc3s2)c1	0.8%	x
O=C(COC(=O)COc1ccccc1Cc1ccccc1)Nc1cccnc1Cl	-8.9%	24
Cc1ccccc1C(=O)NC1CCN(C(=O)Nc2ccccc2Cl)CC1	1.7%	-4
COc1ccc(NC(=O)c2c(C(F)(F)F)nn(C)c2SCc2ccccc2Cl)cc1	-0.6%	-5
Cc1nc2ccccc2c(=O)n1/N=C/c1cccs1	-0.5%	7
O=C(NCCOc1ccccc1)c1n[nH]c(=O)c2ccccc12	3.0%	9
c1ccc(-c2nnc(CSc3nnc(-c4ccncc4)n3Cc3ccco3)o2)cc1	x	u
O=C(/C=C/c1cccs1)Nc1ccc(Br)cn1	-3.0%	18

The last four entries of the part above are carried over, then new ones follow.
SMILES	M. tuberculosis GlmU	Mtb RmlCD inh
Cc1nc2ccccc2c(=O)n1/N=C/c1cccs1	-0.5%	7
O=C(NCCOc1ccccc1)c1n[nH]c(=O)c2ccccc12	3.0%	9
c1ccc(-c2nnc(CSc3nnc(-c4ccncc4)n3Cc3ccco3)o2)cc1	x	u
O=C(/C=C/c1cccs1)Nc1ccc(Br)cn1	-3.0%	18
O=C(/C=C/c1ccncc1)c1ccc(NC(=O)c2ccccc2F)cc1	5.2%	3
COc1ccc(Cn2nnnc2C(c2cc3cc(C)cc(C)c3[nH]c2=O)N2CCOCC2)cc1 (stereo not given)	-1.1%	20
O=S(=O)(N/N=C/c1ccc2c(c1)OCCO2)c1ccc(Cl)cc1	1.3%	x
CCN(CC)c1ccc(/C=C2/C(=O)NC(=O)N(Cc3ccco3)C2=O)cc1	-0.5%	9
CCCS(=O)(=O)N1CCN(C(=O)COc2ccc(-c3ccccc3)cc2)CC1	2.9%	-10
Cc1ccc(Oc2ncccc2C(=O)NCC(=O)O)cc1	3.2%	-12
CC(C)CN(C(=O)COC(=O)c1ccc(-c2ccccc2)cc1)C1CCS(=O)(=O)C1 (stereo not given)	2.8%	0
Cc1ccc(S(=O)(=O)/N=C(\N)Nc2nc(C)c3ccccc3n2)cc1	0.1%	-12
CCCCc1nnc(NC(=O)CSc2nc(=O)cc(N)n2-c2cccc(C)c2)s1	0.7%	-3
O=C(O)c1ccc(OC(F)(F)C(F)C(F)(F)F)cc1 (stereo not given)	3.2%	2
COc1ccc(N2CCN(C(c3cc4cc(C)ccc4[nH]c3=O)c3nnnn3Cc3ccccc3)CC2)cc1 (stereo not given)	-2.4%	-8
Cc1cc2cc(CN(C(=O)C3CC3)C3CCCC3)c3nnnn3c2cc1C	-3.5%	-4
c1ccc(-c2cc3c(N4CCN(c5ncccn5)CC4)ncnc3s2)cc1	-1.1%	-7
CCCOP(=O)(OCCC)C(NC(=O)c1cc(OC)c(OC)c(OC)c1)c1ccccc1 (stereo not given)	3.3%	5
COc1ccccc1NC(=S)NCc1ccc(S(N)(=O)=O)cc1	-2.3%	-4
Cn1cccc1Cc1nnc(SCC(=O)N2CCCCCC2)n1-c1ccc(F)cc1	3.9%	0
Cc1ccccc1NC(=O)c1ccc(Cl)c(NC(=O)c2ccncc2)c1	3.5%	x
CCOC(=O)c1[nH]c2ccc(Br)cc2c1NC(=O)CCN1CCCC(C)C1 (stereo not given)	0.8%	x
CCCC(=O)C1=C(O)C(C(=O)OC)C(C)(C)CC1=Nc1cccc2ccccc12 (stereo not given)	-4.1%	x
CCn1c(=O)c(-[n+]2ccccc2)c(O)c2ccccc21	7.3%	-8
Cc1ccc(C2CC(c3ccccc3Cl)n3nc(N)nc3N2)cc1 (stereo not given)	-2.2%	16
Cc1cc(C)c(C(=O)COC(=O)c2cc([N+](=O)[O-])ccc2NCCO)cc1C	0.9%	4
CCn1cc(C(=O)N2CCN(Cc3ccc4c(c3)OCO4)CC2)c2cc(OC)c(OC)cc2c1=O	6.6%	-1
CCN1CCN(C(=O)c2ccc(Cn3c(=O)[nH]c4cc(OC)c(OC)cc4c3=O)cc2)CC1	0.4%	-1
Cc1cc(C(=O)N/N=C/c2c(C)nn(-c3ccccc3)c2Cl)n[nH]1	5.1%	-13
CC(C)[C@@H](C(=O)N1CCN(C(=O)OC(C)(C)C)CC1)n1cc(CCO)nn1	-4.5%	x
Cc1cccn2c(=O)c3cc(C(N)=S)c(=N)n(CCCOC(C)C)c3nc12	-4.7%	19
O=C(NNc1nc2c(F)cc(F)cc2s1)C1=COCCO1	1.1%	6
O=C(N/N=C\c1cc(Br)cs1)c1ccncc1	2.2%	-8
COC(=O)C(CC(C)C)NC(=O)c1ccc([N+](=O)[O-])c(C)c1 (stereo not given)	-0.5%	-3

Part of the list above, with each value named.
CCN1CCN(C(=O)c2ccc(Cn3c(=O)[nH]c4cc(OC)c(OC)cc4c3=O)cc2)CC1
  M. tuberculosis GlmU: 0.4%	Mtb RmlCD inh: -1
Cc1cc(C(=O)N/N=C/c2c(C)nn(-c3ccccc3)c2Cl)n[nH]1
  M. tuberculosis GlmU: 5.1%	Mtb RmlCD inh: -13
CC(C)[C@@H](C(=O)N1CCN(C(=O)OC(C)(C)C)CC1)n1cc(CCO)nn1
  M. tuberculosis GlmU: -4.5%	Mtb RmlCD inh: x
Cc1cccn2c(=O)c3cc(C(N)=S)c(=N)n(CCCOC(C)C)c3nc12
  M. tuberculosis GlmU: -4.7%	Mtb RmlCD inh: 19

Following part:
SMILES	M. tuberculosis GlmU	Mtb RmlCD inh
COc1ccc(-c2ccc(/C=N/N3C(=O)C4C5C=CC(C6CC56)C4C3=O)o2)c([N+](=O)[O-])c1 (stereo not given)	0.6%	14
COc1cc(CNCCc2ccc3c(c2)OCO3)cc(OC)c1OC	-3.4%	x
Cc1cc(C)cc(NC(=O)Cn2c(=O)oc3cc(S(=O)(=O)N4CC(C)CC(C)C4)ccc32)c1 (stereo not given)	-0.5%	2
COc1ccc(CSc2nncn2C)cc1F	-0.3%	x
N/C(=N\OC(=O)Cc1ccc(Cl)cc1)c1ccncc1	-0.7%	x
CCc1cc(-c2n[nH]c(C)c2-c2nc3ccccc3s2)c(O)cc1OCC(=O)NN	1.9%	x
CC(=O)Nc1ccc(S(C)(=O)=O)c(C)c1	4.3%	3
Cc1ccc(C(NC(=O)N2CCCC2)C(Cl)Cl)cc1F (stereo not given)	1.0%	2
CCOc1cc(CNCCO)cc(Br)c1OCc1ccc(Cl)cc1Cl	-7.7%	x
CC(C)c1ccc(NC(=O)COC(=O)/C=C/c2cccc(Br)c2)cc1	-2.7%	13
O=C(COc1ncnc2sccc12)N1CCN(C(=O)c2ccco2)CC1	-0.6%	-12
COc1cc2ncnc(NCc3ccccc3Cl)c2cc1OC	-6.1%	7
CN(CCOc1ccc(Cl)cc1)c1ccc(S(=O)(=O)N2CCCCC2)cn1	2.5%	x
COC(=O)c1cn[nH]c1NC(=S)Nc1ccccc1C	1.5%	-10
O=C(NNC(=O)c1sccc1-n1cccc1)c1cccc(Cl)c1	-0.3%	11

Reprinted at random: seven entries already listed, in no set order.
SMILES	M. tuberculosis GlmU	Mtb RmlCD inh
CCc1cc(-c2n[nH]c(C)c2-c2nc3ccccc3s2)c(O)cc1OCC(=O)NN	1.9%	x
CC(C)c1ccc(NC(=O)COC(=O)/C=C/c2cccc(Br)c2)cc1	-2.7%	13
COc1cc(CNCCc2ccc3c(c2)OCO3)cc(OC)c1OC	-3.4%	x
COc1ccc(-c2ccc(/C=N/N3C(=O)C4C5C=CC(C6CC56)C4C3=O)o2)c([N+](=O)[O-])c1 (stereo not given)	0.6%	14
COc1ccc(CSc2nncn2C)cc1F	-0.3%	x
N/C(=N\OC(=O)Cc1ccc(Cl)cc1)c1ccncc1	-0.7%	x
CN(CCOc1ccc(Cl)cc1)c1ccc(S(=O)(=O)N2CCCCC2)cn1	2.5%	x

Further results follow.
SMILES	M. tuberculosis GlmU	Mtb RmlCD inh
CCn1c(C)c(CCC(=O)O)c(=O)n2nc(-c3ccccc3OC)cc12	-1.4%	-5
N/C(=N\N=C\c1ccc(O)cc1O)N[N+](=O)[O-]	1.3%	15
CCc1ccc(NC(=O)c2sccc2-n2cccc2)cc1	11%	x
Cc1nc2cc(C(=O)O)ccc2n1-c1ccc(F)cc1F	1.2%	-6
COc1cccc(-c2[nH]nc3c2C(c2ccsc2)C(C#N)=C(N)O3)c1 (stereo not given)	3.3%	42
Cc1[nH]c2ccccc2c1CCCNC1CCCCC1	-5.0%	0
COC1OC(CO)C(O)C(O)C1O (stereo not given)	-8.5%	-6
COCCNC(=O)c1nc2c(nnn2Cc2cc(C)ccc2C)c(=O)[nH]1	3.5%	x
O=C(NNC(=O)C1CCC(C(=O)NNC(=O)c2cccs2)CC1)c1cccs1 (stereo not given)	1.6%	-8
O=C(NN1CC(=O)N(c2cc(Cl)cc(Cl)c2)CC1=O)c1cccs1	5.4%	-16
Nc1nnc(SCc2cccnc2)s1	-0.7%	8
COc1ccc2c(c1)c1ccccc1n2C	3.2%	x
O=[N+]([O-])c1cccc(/C=C/c2ccccn2)c1	x	7
COc1ccc(C2=NN(Cc3c(F)cccc3Cl)C(=O)CC2)cc1	5.0%	33
CCOC(CCn1c(SCc2cccc([N+](=O)[O-])c2)nc2ccccc2c1=O)OCC	8.0%	14
CCN(CC)CCNC(=O)CS(=O)Cc1nc(-c2ccc(Cl)cc2)oc1C (stereo not given)	5.1%	6
O=C1OC(/C(=C\Nc2ccccc2)[N+](=O)[O-])c2ccccc21 (stereo not given)	-4.6%	-7
CC(C)(C)C(=O)c1cnc(Nc2ccccc2Cl)s1	-1.8%	-6
COc1ccc2ccc3c(c2c1)N=C[C@]1(O3)N(C)c2ccccc2C1(C)C	-1.3%	x
Cc1[nH]nc(SCC(=O)Nc2ccc(C#N)cc2)c1[N+](=O)[O-]	4.4%	-2
CC(=O)c1ccc(S(=O)(=O)Nc2cc3c(cc2C(C)=O)OCO3)cc1	-2.3%	14
O=C(c1cccc(F)c1)N1CCN(c2cccc(Cl)c2)CC1	0.0%	12
CC(=O)c1c(O)c2ccccc2n(C)c1=O	-3.5%	13
CCOc1ccc(CN(C)C(=O)c2cccnc2SC)cc1OC	-3.0%	21
CN(C)S(=O)(=O)c1ccc(S(=O)(=O)N(Cc2ccco2)Cc2ccccc2Cl)cc1	4.8%	14
O=C(N/N=C/c1ccco1)C1CC1	1.0%	1
C/C(=N/NC(=O)c1sc(NS(=O)(=O)c2ccccc2)nc1C)c1ccccc1	3.1%	-5
CC(NC(=O)OC(C)(C)C)C(=O)Oc1ccc2ccc(=O)oc2c1 (stereo not given)	1.6%	-4
CCCOc1ccc(C(CC(=O)O)NC(=O)c2sc3ccccc3c2Cl)cc1 (stereo not given)	-3.0%	x
CC(C)CC1(C)NC(=O)N(CC(=O)Nc2ccc3c(c2)CCC3)C1=O (stereo not given)	5.0%	-13
COc1ccc(-c2noc(Cc3ccc(Cl)cc3)n2)cc1OC	-4.2%	1
CCOc1ccc(N2C(=O)CN(CC(=O)OC)C2=S)cc1	10%	6
O=C(Nc1c2n(c(=S)n(-c3ccccc3)c1=O)CCCCC2)c1ccccc1	0.4%	-10
CN1CCC(Oc2ccccc2Sc2ccc(C(F)(F)F)cc2)CC1	-8.6%	x
Cc1ccc(S(=O)(=O)/N=C(/NC(=S)Nc2cccc(C)c2)c2ccccc2)cc1	x	-4
CCOc1ccc(Nc2nc(Cc3nnc(SCC(=O)NCc4ccco4)n3CC)cs2)cc1	3.5%	-3
CC(=O)N/C(=C\c1ccc(F)cc1)C(=O)OC(C)C	-6.6%	12
CCOC(=O)CN1N=C(/C=C/c2ccc(C(C)C)cc2)CCC1=O	7.1%	1
COc1ccc(C(=O)Nn2c(SCC(=O)NCc3ccccc3)nc3ccccc3c2=O)cc1	-4.5%	8
Cn1ncc2c(Nc3ccc(Br)cc3)nc(Nc3ccc(Br)cc3)nc21	x	9
CCOCCCNC(=O)c1cc(Sc2ccc(C)cc2)nc2ccccc12	2.7%	-11
Brc1ccccc1/C=N/Nc1ccccn1	1.0%	-9
